GALK inhibitor: blocks human galactokinase activity | 0.007% of 270,000 active | Potency, µM (titrated, usually from 57.5 µM), for the others: at the highest dose activity change, negative = inhibition, hits mostly inhibitors | Purified GALK, Kinase-Glo residual ATP luminescence | AID 1868 | P51570; further: potency means the concentration at half of the fitted maximal effect; on the % scale 0 is the no-effect control and ±100 the full control effect
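The enzyme phosphorylates galactose (100 uM) using ATP (35 uM); inhibition is detected as higher residual ATP, quantified by bioluminescence after 1 h reaction at room temperature, pH 8.0.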
Chronic BCR inh: chronic active BCR signaling inhibition. Potency, µM (top dose mostly 46.1 µM), inactives show at the highest dose ratio change, negative = lower green/red ratio, actives largely listed as inhibitors. 0.05% of 340,000 active. AID 493014. ABC-DLBCL IkBa-CBG/CBR reporter, luminescence ratio, 4 h; active means well fitted inhibition curve with a large enough effect in the signal ratio, with a control signal flat, not every such curve was filed as active; inconclusive means small, poorly fitted or top-dose-only effect, or effect the other way, or a change in a side signal; the % refers to the signal ratio;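 further: potency means the concentration at half of the fitted maximal effect; plate controls were basal doxycycline-induced cells for no effect and cells given 10 µM MG132 for full effect; MG132 reads +100%, hits lower the ratio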
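Compounds up to 46 uM were incubated four hours with TMD8 cells whose green CBG68 luciferase is fused to IkappaBalpha; red CBR luminescence normalised the signal, and concentration-effect curves were fitted to fusion, red and ratio data.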
TSHR antag: antagonists of human thyroid stimulating hormone receptor | P16473 | TSHR-expressing cells, TSH-stimulated cAMP HTRF, 2 h; active compounds read low | activity change, negative = inhibition, % at 11.5 µM | 0.2% of 330,000 active;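 active means activity change below a set negative limit, meaning inhibition stronger than a set level, cut at about -70% in these data; inconclusive means activity change between two set negative limits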; further: on the % scale 0 is the no-effect control and ±100 the full control effect
Target sequence (P16473 whole entry, looked up): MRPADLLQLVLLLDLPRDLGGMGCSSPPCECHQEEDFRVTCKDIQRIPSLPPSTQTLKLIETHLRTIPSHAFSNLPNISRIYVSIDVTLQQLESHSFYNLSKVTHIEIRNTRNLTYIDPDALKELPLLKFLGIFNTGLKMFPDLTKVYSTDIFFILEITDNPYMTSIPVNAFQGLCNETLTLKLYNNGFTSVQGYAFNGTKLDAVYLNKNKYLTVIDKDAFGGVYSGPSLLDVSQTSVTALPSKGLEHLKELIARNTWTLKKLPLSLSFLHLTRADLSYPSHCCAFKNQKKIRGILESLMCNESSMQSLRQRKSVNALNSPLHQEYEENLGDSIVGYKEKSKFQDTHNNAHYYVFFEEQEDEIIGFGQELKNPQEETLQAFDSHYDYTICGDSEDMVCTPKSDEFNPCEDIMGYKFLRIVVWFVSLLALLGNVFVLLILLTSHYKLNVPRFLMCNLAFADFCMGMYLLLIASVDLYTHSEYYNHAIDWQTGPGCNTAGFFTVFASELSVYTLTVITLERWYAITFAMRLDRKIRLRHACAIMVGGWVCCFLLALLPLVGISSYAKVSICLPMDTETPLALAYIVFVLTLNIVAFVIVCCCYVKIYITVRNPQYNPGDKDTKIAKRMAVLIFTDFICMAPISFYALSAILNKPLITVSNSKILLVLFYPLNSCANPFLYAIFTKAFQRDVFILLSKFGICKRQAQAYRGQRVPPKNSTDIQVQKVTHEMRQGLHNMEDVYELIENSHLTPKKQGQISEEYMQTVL
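Inhibition of cAMP made by TSHR-expressing cells under TSH stimulation (4nM final, EC80; 2 h, 37 deg C) is quantified with a one-step lysis HTRF kit, anti-cAMP cryptate versus cAMP-d2.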
Mito fusion act: blocks mitochondrial division or promotes mitochondrial fusion; S. cerevisiae fusion-defective mutant growth rescue, CellTiterGlo 48 h; Potency, µM (top dose mostly 46.1 µM), for inactives: at the highest dose growth rescue (activation), most hits filed as activators; 0.23% of 320,000 active; AID 485298;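 further: potency means the concentration at half of the fitted maximal effect; % of control where 0% means no effect; nearly all actives have a fitted effect of over 45% in size; temperature-sensitive fusion mutants such as fzo1-1 at 37 °C on non-fermentable ethanol glycerol medium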
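Read-out: ATP-based luminescence (CellTiterGlo, 10 min ambient) reporting growth of fusion-defective ts yeast after 48 hours at 37C on glycerol/ethanol YPEG medium in the presence of compound.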
ASM inhibitor: inhibitors of human secretory acid sphingomyelinase | P17405 | placental ASM, HMU-PC fluorogenic substrate, 60 min | Potency, µM (series often up to 57.5 µM), for inactives: at the top dose activity change, negative = inhibition, most hits filed as inhibitors | 0.006% of 340,000 active; further: potency means the concentration at half of the fitted maximal effect
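Fluorescence read-out (Ex 386 nm, Em 447 nm) after stopping the reaction at pH 10. Enzyme: ASM from human placenta; substrate HMU-PC0, 9 uM final; 60 min, 37 °C. Compound preincubation 10 min, ambient temperature.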
hERG WT inh: inhibitors of human wildtype KCNH2 potassium channel; Q12809; U2OS, BacMam KCNH2, thallium flux FluxOr; active compounds read low; activity change, % at 1.84 µM; 0.37% of 340,000 active; AID 720551;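 active means maximum activity change below -70%; inconclusive means maximum activity change between -70% and -50%; inactive means maximum activity change above -50%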; further: on the % scale 0 is the no-effect control and ±100 the full control effect
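U2OS cells transduced with wild-type KCNH2 virus are loaded with FluxOr dye for 45 min, and thallium flux is measured in kinetic reads before and after stimulation buffer. Rate constants are normalized to DMSO controls.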
USP2a inh: blocks human ubiquitin-specific protease USP2a; O75604; 0.01% of 330,000 active; Potency, µM (highest dose often 38.3 µM), for the others: at the highest dose activity change, negative = inhibition, hits mostly inhibitors; USP2 core, Ub-CHOP2 coupled fluorogenic reporter, 485/531;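 further: potency means the concentration at half of the fitted maximal effect; plate controls were DMSO wells for no effect and full inhibition by NEM control for full effect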
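Deubiquitinase activity read as fluorescence (485/531 nm) after Ub-CHOP2 cleavage activates the enterokinase reporter on its substrate; USP2 core 10nM, Ub-CHOP2 and substrate 25nM each, 30min compound preincubation then 60min RT; data normalized to NEM, curves fitted.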
PKM2 activator: increases activity of human pyruvate kinase M2 | P14618 | purified PKM2, Kinase-Glo ATP luminescence, activation; response scale: 0% is enzyme alone, no compound | Potency, µM (highest dose often 57.5 µM), inactives show top-dose activation, usual class: activators | 0.34% of 260,000 active | AID 1631; further: potency means the concentration at half of the fitted maximal effect; on the % scale 0 is the no-effect control and ±100 the full control effect; nearly all actives have a fitted effect of over 55% in size
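Kinase-Glo luminescence reports ATP generated from ADP (0.1 mM) and PEP (0.5 mM) by purified hPK-M2 after 1 h at room temperature, pH 7.2 imidazole buffer; intermediate enzyme activity allows detecting inhibitors and activators.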
Eya2 phos inh: Eya2 (human) phosphatase inhibition; O00167; recombinant Eya2, OMFP fluorescence dephosphorylation (OMFP is methylfluorescein phosphate); Potency, µM (top dose mostly 76.9 µM), for the others: top-dose activity, negative = inhibition, most hits filed as inhibitors; 0.006% of 330,000 active; further: potency means the concentration at half of the fitted maximal effect; on the % scale 0 is the no-effect control and ±100 the full control effect
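Eya2 (0.2 uM) preincubated 10 min at ambient with compound, then OMFP substrate added at 50 uM; 10 min reaction in 50 mM HEPES pH 7.5, 50 mM NaCl, 5 uM MgCl2, 0.05% BSA, 1 mM DTT. Fluorescence read at Ex 485/Em 525 nm.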
MBNL1-CUG inh: blocks human MBNL1 binding to CUG repeat RNA | TR-FRET MBNL1-His/biotin-(CUG)12 binding, 665/545 ratio | Potency, µM (doses to about 57.5 µM), without a hit: at the top dose activity change, negative = inhibition, most hits filed as inhibitors | 0.036% of 280,000 active; active means well fitted inhibition curve with a large enough effect in the signal ratio, with a control signal flat, not every such curve was filed as active; inconclusive means small, poorly fitted or top-dose-only effect, or effect the other way, or a change in a side signal; inactive means no such curve, though single readings can be large or run the other way; the % refers to the signal ratio; further: potency means the concentration at half of the fitted maximal effect; on the % scale 0 is the no-effect control and ±100 the full control effect
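TR-FRET between His-tagged MBNL1 and biotin-(CUG)12 RNA, detected with Tb anti-His antibody (0.055 ng/ul) and streptavidin-XL665 (5 nM), 60 min at room temperature. Compounds titrated 92 nM to 58 uM; 665/545 nm ratio normalized to buffer and complex controls.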
Menin MLL FP TR: displaces Texas Red mutant MLL peptide from human menin | Menin + Texas Red MLL mutant peptide, fluorescence polarization | O00255 | 0.23% of 270,000 active | Potency, µM (top dose mostly 61.6 µM), for the others: at the highest dose FP activity change, negative = inhibition, most hits filed as inhibitors | AID 1768; active means well fitted inhibition curve with a large enough effect in the polarisation, with a control signal flat, not every such curve was filed as active; inconclusive means small, poorly fitted or top-dose-only effect, or effect the other way, or a change in a side signal; inactive means no such curve, though single readings can be large or run the other way; the % refers to the polarisation; further: potency means the concentration at half of the fitted maximal effect; % of control where 0% means no effect; many of its hits are not listed in these tables
Numbers without * were called inactive; u = inconclusive; x = no result given; & = joins results of further samples; [ ] = remark or other dose. Unless noted, the call rests on the fitted dose curve; in most records, active means well fitted curve in the direction sought with a large enough effect; inconclusive means small, poorly fitted or top-dose-only effect, or another doubt; inactive means no such curve, though single readings can be large; an effect the other way counts as inactive or inconclusive. The list is partial. The share of hits here may be higher or lower than overall.

entry	smiles	GALK inhibitor	Chronic BCR inh	TSHR antag	Mito fusion act	ASM inhibitor	hERG WT inh	USP2a inh	PKM2 activator	Eya2 phos inh	MBNL1-CUG inh	Menin MLL FP TR
1	CC(C)N(C(=O)COC(=O)c1cccc(C(=O)OCC(=O)N(C(C)C)C(C)C)n1)C(C)C	5%	1%	0	-6%	2%	-10	2%	12%	-8%	-6%	-15%
2	CCCc1noc2c1/C(=N\O)CC(CC(C)SCC)C2 (stereo not drawn)	0%	14%	u	u	-11%	-2	0%	-2%	-36%	5%	20%
3	CC(C)(C)NC(=O)NC(=O)COC(=O)c1ccc(OC(F)(F)F)cc1	-1%	7%	-4	0%	u	4	3%	-3%	-7%	-9%	0%
4	COc1ccc(OC)c(NC(=O)c2[nH]c(C)c(C(C)=O)c2C)c1	1%	u	3	19%	2%	2	2%	12%	-9%	25%	2%
5	CC(NC(=O)CN(C)CC(=O)Nc1ccc(Cl)cc1)c1ccc(F)cc1 (stereo not drawn)	x	-6%	-5	x	-3%	-1	2%	x	5%	x	x
6	CCCNC(=O)c1nnsc1S(=O)(=O)c1ccc(Cl)cc1	9%	u	u	-5%	0%	0	0%	x	0%	-8%	0%
7	COc1ccc(S(=O)(=O)N2CCN(C(=O)c3ccco3)CC2)cc1C(C)(C)C	4%	3%	0	1%	-4%	2	3%	7%	2%	-5%	0%
8	Cc1ccc(NC(=O)COC(=O)C(NS(=O)(=O)c2ccc(Cl)cc2)C(C)O)cc1C (stereo not drawn)	-3%	u	23	-6%	-1%	-2	-1%	3%	1%	-13%	-4%
9	CC1(C)CC(=O)C(C(c2ccc(F)cc2)C2C(=O)CC(C)(C)CC2=O)C(=O)C1	1%	4%	0	-2%	5%	-1	-1%	2%	4%	-14%	7%
10	CCCCN(CC)c1nc(N)c2c(N)nc(OCC)cc2c1C#N	-3%	u	-2	18%	80%[activator]	6	-1%	1%	3%	1%	-4%

Another view of part of the listing above:
6) CCCNC(=O)c1nnsc1S(=O)(=O)c1ccc(Cl)cc1
10) CCCCN(CC)c1nc(N)c2c(N)nc(OCC)cc2c1C#N
9) CC1(C)CC(=O)C(C(c2ccc(F)cc2)C2C(=O)CC(C)(C)CC2=O)C(=O)C1
3) CC(C)(C)NC(=O)NC(=O)COC(=O)c1ccc(OC(F)(F)F)cc1
7) COc1ccc(S(=O)(=O)N2CCN(C(=O)c3ccco3)CC2)cc1C(C)(C)C
4) COc1ccc(OC)c(NC(=O)c2[nH]c(C)c(C(C)=O)c2C)c1
screen / no.	6	10	9	3	7	4
GALK inhibitor	9%	-3%	1%	-1%	4%	1%
Chronic BCR inh	u	u	4%	7%	3%	u
TSHR antag	u	-2	0	-4	0	3
Mito fusion act	-5%	18%	-2%	0%	1%	19%
ASM inhibitor	0%	80%[activator]	5%	u	-4%	2%
hERG WT inh	0	6	-1	4	2	2
USP2a inh	0%	-1%	-1%	3%	3%	2%
PKM2 activator	x	1%	2%	-3%	7%	12%
Eya2 phos inh	0%	3%	4%	-7%	2%	-9%
MBNL1-CUG inh	-8%	1%	-14%	-9%	-5%	25%
Menin MLL FP TR	0%	-4%	7%	0%	0%	2%

Further compounds
entry	smiles	GALK inhibitor	Chronic BCR inh	TSHR antag	Mito fusion act	ASM inhibitor	hERG WT inh	USP2a inh	PKM2 activator	Eya2 phos inh	MBNL1-CUG inh	Menin MLL FP TR
11	S=C(NCc1ccco1)Nc1ccc(N2CCOCC2)cc1	1%	3%	10	-2%	4%	0	3%	0%	3%	x	-2%
12	O=C(O)CC1(CC(=O)Nc2cc(F)ccc2Cl)CCCCC1	7%	-5%	-4	9%	1%	1	2%	4%	6%	x	x
13	c1cc2cn[nH]c2cc1NC1CCCCCC1	1%	-2%	18	10%	2%	0	-1%	7%	8%	u	-15%
14	CCn1c(/C=C/c2ccccc2F)nc2ccccc2c1=O	6%	-11%	-10	0%	-2%	2	0%	-2%	-1%	9%	16%
15	CC(=O)c1ccc(C(=O)N2CCCC(CO)(Cc3ccccc3C)C2)s1 (stereo not drawn)	3%	u	-11	3%	x	-4	-1%	1%	-23%	17%	-19%
16	Cc1ccc(/C=C/C(=O)OCC(=O)Nc2cccc(S(=O)(=O)N(C)C)c2)o1	0%	-1%	-12	-5%	-8%	5	-2%	20%	-15%	x	1%
17	CCCCNC(=O)O[C@H]1C[C@@H]2CCN3C(=O)CCC[C@H]([C@H]1Cc1ccccc1)[C@H]23	x	0%	-3	-2%	12%	x	-1%	1%	15%	17%	-9%
18	c1ccc(Cc2nnc(N3CCOCC3)c3ccccc23)cc1	4%	u	6	2%	0%	-2	9%	3%	2%	2%	-4%
19	CC(=O)Nc1nnc(SCC(=O)Nc2ccc3c(c2)OCCO3)s1	-5%	-8%	-1	3%	6%	-7	1%	7%	3%	2%	x
20	Cc1noc(C)c1C(=O)NC1=NCCS1	7%	u	30	1%	3%	-11	-1%	-2%	u	-9%	3%
21	N/C(=N\OC(=O)CCCOc1ccccc1)c1ccccc1	1%	u	-16	1%	1%	-1	4%	3%	2%	x	1%
22	CS(=O)(=O)C1=C(O)C(=O)N(CCCC(=O)O)C1c1ccccc1F (stereo not drawn)	3%	2%	18	-2%	9%	-2	-1%	0%	-20%	-8%	5%
23	COc1cc(C2NC(=O)C(C#N)=C(Nc3cccc(C)c3)S2)ccc1O (stereo not drawn)	0%	-14%&-21%	-7&1	8%&12%	-2%	-2	4%&5%	28%&-1%	-1%&25%	0%	x
24	CCOc1ccc(C(=O)CCC(=O)N(CC)CC(=O)NCc2ccc(Cl)cc2)cc1	-3%	-1%	-7	-2%	x	-160*	1%	0%	1%	-2%	x
25	N#Cc1c(Cl)cccc1-n1ccnc1	-1%	2%	16	1%	-2%	21	-1%	4%	11%	9%	1%
26	C=CCSc1nc(N)c(C(=O)Nc2ccccc2)cc1C#N	-2%	u	5	5%	0%	9	1%	-2%	-10%	-6%	11%
27	COc1ccc(C(=S)N2CCCC2)cc1Br	-4%	u	-17	-11%	1%	-8	0%	-8%[11.5 µM]	12%	3%	10%
28	COc1ccccc1N1CC(C(=O)NCCN2C(=O)S/C(=C\c3cccnc3)C2=O)CC1=O (stereo not drawn)	x	0%	-8	0%	1%	0	0%	x	-4%	x	x
29	COc1ccc(CCNC(=O)C2CCN(C(=O)c3cccs3)CC2)cc1	7%	8%	-2	2%	1%	0	-1%	0%	0%	3%	-4%
30	O=C(NCCS(=O)(=O)NCc1ccc(F)cc1)c1ccccc1	x	u	9	-3%	0%	11	1%	x	5%	x	x
31	Cc1ccc(C(=O)N/C(N)=N/c2nc3ccccc3o2)cc1	0%	u	1	0%	2%	-5	3%	14%	8%	-2%	4%
32	C[C@@H]1CN(c2c(F)c(N)c3c(=O)c(C(=O)O)cn(C4CC4)c3c2F)C[C@H](C)N1	-2%	16%	-7	12%	x	x	2%	-10%	0%	10%	-7%&0%
33	COc1ccc(CCNC(=O)c2cc(S(=O)(=O)N3CCC4(CC3)OCCO4)ccc2F)cc1OC	0%	u	-6	1%	0%	1	3%	4%	4%	-10%	4%
34	COc1cc(CNC2CCCCC2OC)cc(OC)c1OC (stereo not drawn)	2%	-1%	11	-2%	-2%	3	3%	-11%	0%	-8%	4%
35	Cc1c(NC(=O)C2CCCO2)cccc1[N+](=O)[O-] (stereo not drawn)	-1%	u	7	-4%	4%	4	0%	0%	-5%	12%	-24%
36	N#CN/C(=N\S(=O)(=O)c1ccccc1)c1ccccc1	8%	4%	-2	0%	6%	1	1%	-1%	10%	-7%	-11%
37	OCCNc1ncnc2ccc(Br)cc12	3%	u	3	2%	4%	12	2%	-19%	15%	-6%	9%

High-throughput results deposited in PubChem BioAssay by National Center for Advancing Translational Sciences (NCATS).
